High-throughput results: PubChem, Johns Hopkins Ion Channel Center
CHT inh – human CHT choline transport inhibition. AID 488975. CHT-expressing cells, membrane potential dye, choline response; hits give low values. Q9GZV3. B-score at 10 µM. hit rate 0.86% among 310,000;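 active = B-score over 3 SD under the library average, and starting fluorescence ratio not unusually high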;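 also: choline stimulus applied at its EC90 after an EC20 pre-addition; B-score computed on integrated fluorescence ratio after choline addition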
Target sequence (Q9GZV3 whole entry, looked up): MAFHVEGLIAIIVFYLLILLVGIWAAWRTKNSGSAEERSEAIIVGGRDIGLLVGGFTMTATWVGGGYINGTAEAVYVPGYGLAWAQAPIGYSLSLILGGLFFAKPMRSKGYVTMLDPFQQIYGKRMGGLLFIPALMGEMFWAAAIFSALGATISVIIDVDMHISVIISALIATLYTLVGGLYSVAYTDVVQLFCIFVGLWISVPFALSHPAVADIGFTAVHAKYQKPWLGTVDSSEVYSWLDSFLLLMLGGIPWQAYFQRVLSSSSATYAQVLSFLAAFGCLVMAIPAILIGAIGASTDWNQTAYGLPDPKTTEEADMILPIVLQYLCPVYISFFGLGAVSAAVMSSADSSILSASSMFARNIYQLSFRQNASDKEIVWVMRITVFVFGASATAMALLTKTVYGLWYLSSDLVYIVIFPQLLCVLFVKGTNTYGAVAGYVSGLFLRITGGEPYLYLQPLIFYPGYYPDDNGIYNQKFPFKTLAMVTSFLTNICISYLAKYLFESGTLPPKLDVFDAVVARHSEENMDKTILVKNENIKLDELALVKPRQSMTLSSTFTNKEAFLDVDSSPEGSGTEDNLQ
Kir21 inh – blocks the mouse Kir2.1 inward-rectifier potassium channel. P35561. HEK293-Kir2.1, FluxOR thallium flux fluorescence; hits give low values. B-score at 10 µM. hit rate 0.85% among 310,000;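 active = fluorescence ratio B-score at or below minus 3 SD of library scores, with starting-brightness B-score within 2 SD, cut at about -4.2 in these data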;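 also: channel flux triggered by added potassium and thallium sulfate stimulus; B-score of peak minus minimum fluorescence over baseline after thallium stimulus; more negative B-score means stronger Kir2.1 block with less thallium influx; some compounds called inactive have numbers as strong as hits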
Target sequence (P35561 whole entry, looked up): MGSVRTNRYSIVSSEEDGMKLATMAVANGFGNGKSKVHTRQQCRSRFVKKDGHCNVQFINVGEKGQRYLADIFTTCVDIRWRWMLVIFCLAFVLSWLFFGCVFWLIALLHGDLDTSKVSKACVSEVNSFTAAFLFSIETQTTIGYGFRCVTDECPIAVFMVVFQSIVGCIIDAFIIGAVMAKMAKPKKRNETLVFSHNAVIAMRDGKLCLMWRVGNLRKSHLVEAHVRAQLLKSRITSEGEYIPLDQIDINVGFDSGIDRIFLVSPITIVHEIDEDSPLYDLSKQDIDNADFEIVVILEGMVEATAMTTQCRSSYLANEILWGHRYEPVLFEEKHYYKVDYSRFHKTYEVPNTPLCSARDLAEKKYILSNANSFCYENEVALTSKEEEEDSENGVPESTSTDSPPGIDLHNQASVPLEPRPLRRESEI
Active calls of the source: *; i = inactive; nt = no result given.

CHT inh	Kir21 inh	mol
i	-0.03	Cc1cnc(C(=O)Nc2nnc(C)s2)cn1
i	-1.3	CC(CN1C(C)CCCC1C)OC(=O)c1ccc(Cl)cc1Cl (stereo not given)
i	0.04	Cc1ccc(-c2csc3n[nH]c(=S)n23)cc1
i	0.59	C=CCn1c(SCC(=O)N2CCc3ccccc3C2)nnc1-c1ccncc1
i	-1.5	Cc1cccc(CSc2ccc3nnc(-c4cccnc4)n3n2)c1
i	0.26	COc1ccc2c(c1OC)C(=O)OC2CC(=O)c1ccc2c(c1)OCO2 (stereo not given)
i	1.8	Cc1oc2ccccc2c1CNC(=O)N(C)C
i	-0.98	O=C(Nc1ccc(S(=O)(=O)N2CCOCC2)cc1)c1ccc([N+](=O)[O-])s1
i	-0.62	CCOC(=O)c1sc(NC(=O)c2ccc(S(=O)(=O)N(C)C)cc2)cc1C
i	-1.1	CCOc1ccc(NC(=O)CN(C)C(=O)/C=C/c2ccc(S(=O)(=O)N3CCCCCC3)cc2)cc1OCC
i	-0.26	O=C(c1ccccc1)c1sc(N2CCOCC2)nc1-c1ccccc1
i	nt	Cc1cc2nc(/N=C(\N)NC(=O)N3c4ccccc4Sc4ccccc43)nc(C)c2cc1C
i	0.14	Cc1cccc(C(=O)NC(=S)Nc2ccc(Cc3ccncc3)cc2)c1
i	-0.16	Cc1ccc(C(=O)NCC(=O)OCC(=O)Nc2ccc3[nH]c(=O)[nH]c3c2)cc1
i	0.76	COc1cc(OC)cc(N(C(=O)CNC(=O)c2ccco2)C(C(=O)NCC2CCCO2)c2ccccc2)c1 (stereo not given)
i	2.5	CCCS(=O)(=O)N1CCCC(C(=O)NCCCN2CCN(c3ccc(F)cc3)CC2)C1 (stereo not given)
i	-0.33	N/C(=N\OC(=O)Cc1ccccc1[N+](=O)[O-])c1cccc(Br)c1
i	0.39	CCCCn1c(N)c(N(CC(C)C)C(=O)CSc2nnc(C)n2-c2ccc(OC)cc2)c(=O)[nH]c1=O
i	-1.4	Cc1cc(OCc2cccc(Cl)c2)c(C)cc1CN1CCOCC1
i	-2.1	CC(C)(C)NC(=O)c1ccccc1NC(=O)c1ccc2c(c1)OCO2
i	0.06	O=C1/C(=C\c2ccc([N+](=O)[O-])cc2)CCc2ccccc21
i	0	Nc1nonc1N1CCCCC1
i	-0.72	CC(C)C(=O)N1CCC(Cc2ccccc2)CC1
i	-3.5	CC(C)N1CCc2c(sc(NC(=S)NC(=O)c3ccccc3)c2C#N)C1
i	0.07	O=C(CCSc1nnc(-c2ccncc2)o1)Nc1ccccc1
i	1.6	CCC(C(=O)NCCc1ccc(OC)cc1OC)n1nc(C)n2c(cc3occc32)c1=O (stereo not given)
i	0.63	CCOC(=O)C1=C(C)NC(=O)NC1c1ccc(Br)s1 (stereo not given)
i	-1.4	Nc1nonc1-n1nnc(C(=O)N/N=C/c2ccccc2)c1CN1CCc2ccccc21
i	0.37	CC(C)(C)NC(=O)C(c1ccccc1)N(Cc1cccs1)C(=O)c1csnn1 (stereo not given)
i	1.9	COC(=O)/C(=C\Nc1ccc(Cl)cc1Cl)NC(=O)c1ccccc1
i	-0.55	CCOc1cc(C2NC(=O)NC(C)=C2C(=O)NCc2ccccc2)c(Cl)cc1O (stereo not given)
i	-2.4	Cc1cc(-c2csc(N)n2)c(C)n1CCc1ccccc1
i	0.01	O=C(NCc1ccccc1)C1=C[C@@H](c2ccc(C(F)(F)F)cc2)C[C@@H](OCc2ccc(CO)cc2)O1
i	-0.57	CC(=O)Nc1ccc(Sc2ccccc2C(=O)O)cc1
i	-1.9	CCC(=O)Nc1ccc(C(=O)NNC(=O)c2cccc(C)c2)cc1
i	0.29	CCCc1nc2ccc(NC(=O)c3ccco3)cc2c(=O)n1Cc1ccccc1Cl
nt	2	Cc1ccc(C2=NOC(=O)/C2=C\C=C\c2ccccc2)cc1
i	-0.55	COc1ccc(NC(=O)c2csc3c2CCCCC3)c(OC)c1
i	-0.97	O=S(=O)(Nc1ccccn1)c1ccc(Br)cc1
i	0.12	CCOC(=O)c1[nH]c2ccc(OC)cc2c1NS(=O)(=O)c1ccc(OC)cc1OC
i	-2.8	C/C=C/c1ccc(OCCCCN2CCC(C)CC2)c(OC)c1
i	-0.35	COc1ccc(-n2nnc3c(=O)n(CC(=O)N4CCCC4)cnc32)cc1
i	-0.3	CCCN(CC(=O)Nc1ccc(C(N)=O)cc1)CC(=O)Nc1ccccc1C
i	0.54	CCOc1cc(Cl)c(NC(C)=O)cc1OCC
i	-1.4	O=C(CCc1nc2ccccc2s1)NC1CCOC1=O (stereo not given)
i	-0.17	COc1ccc(/C=C(/NC(=O)c2ccccc2)C(=O)N/N=C/c2ccncc2)cc1
i	-1.3	Cc1nonc1C1CCCN1Cc1nc(-c2ccccc2Cl)oc1C (stereo not given)
i	0.84	Cc1nnc2c(-c3ccccc3)nc3ccccc3n12
i	1.1	Cc1ccc2nc(-c3ccccc3N)[nH]c2c1
i	0.45	CNS(=O)(=O)c1cccc(C(=O)OC2CCCCC2=O)c1 (stereo not given)
i	1.4	COc1ccc(S(=O)(=O)Nc2c(O)ccc3ccccc23)cc1OC
i	1.1	COc1coc(/C=C/C(=O)O)cc1=O
i	1.1	C=CCOCCN1C(=O)C2C(c3ccccc3)C=CC(c3ccccc3)C2C1=O (stereo not given)
i	-3.1	CC(CCc1ccccc1)NC(=O)CSc1ccccn1 (stereo not given)
i	-0.04	COc1ccccc1OCCCC(=O)Nc1nccs1
i	-0.25	CCC1(c2ccc(F)cc2)NC(=O)N(CC(=O)NCc2ccc(F)cc2)C1=O (stereo not given)
i	0.3	CCCS(=O)(=O)c1c(S(=O)(=O)CCC)c2c(C)cccn2c1C(=O)OC
i	-0.4	C(=N\n1cnnc1)/c1ccc(OCc2cccc3ccccc23)cc1
i	0.04	O=[N+]([O-])c1ccc(O)c(/C=N/Nc2nn[nH]n2)c1
i	0.61	COc1cc(C2Nc3ccccc3C(=O)N2c2ccccc2)ccc1O (stereo not given)

Gathered by group: the compounds so far with a thiophene ring, fused or not (six)
CHT inh	Kir21 inh	mol
i	-0.98	O=C(Nc1ccc(S(=O)(=O)N2CCOCC2)cc1)c1ccc([N+](=O)[O-])s1
i	-0.62	CCOC(=O)c1sc(NC(=O)c2ccc(S(=O)(=O)N(C)C)cc2)cc1C
i	-3.5	CC(C)N1CCc2c(sc(NC(=S)NC(=O)c3ccccc3)c2C#N)C1
i	0.63	CCOC(=O)C1=C(C)NC(=O)NC1c1ccc(Br)s1 (stereo not given)
i	0.37	CC(C)(C)NC(=O)C(c1ccccc1)N(Cc1cccs1)C(=O)c1csnn1 (stereo not given)
i	-0.55	COc1ccc(NC(=O)c2csc3c2CCCCC3)c(OC)c1

The list continues:
CHT inh	Kir21 inh	mol
i	0.63	O=C(Nc1cnn(Cc2ccccc2)c1)NC12CC3CC(CC(C3)C1)C2
i	1.2	CCC(=O)NC(=S)Nc1ccc(NC(=O)COc2ccc([N+](=O)[O-])cc2)cc1
i	0.48	CCCCCCCCCC(=O)Nc1cccnc1
i	0.8	Cc1onc(-c2c(F)cccc2Cl)c1C(=O)OCC(=O)c1c[nH]c2ccccc12
i	-0.54	CCn1c(SCC(=O)Nc2cc(C)on2)nc2c([nH]c3ccccc32)c1=O
i	-0.87	c1ccc(C2=Nc3cccnc3C(c3ccccc3)=NN2)cc1
i	-0.51	O=C(Nc1ccc(F)cc1)c1cc(S(=O)(=O)N2CCCCC2)cs1
i	-10	CCc1nc(C)cn1S(=O)(=O)c1cc(F)ccc1OC
i	0.2	O=c1nc(-c2ccccc2Cl)c2cc(F)ccc2[nH]1
i	-0.31	O=C(/C=C/c1ccccc1[N+](=O)[O-])NCCCN1CCCC1=O
i	0.4	CCCC(=O)Nc1ccc(-c2cnc(-c3ccc(NC(=O)CCC)cc3)nc2)cc1
i	-0.07	CC(=O)c1cc(-c2ccccc2)n(CCC(=O)NC(C)(C)C)c1C
i	-0.83	Cc1ccc(S(=O)(=O)Nc2nc(C)c(C(=O)Nc3ccccc3)s2)cc1
i	-1.5	CN(C)C1(CNC(=O)C2CCN(S(=O)(=O)c3c(Cl)cccc3Cl)CC2)CCCCC1
i	0.1	CCOC(=O)c1c(S(=O)(=O)Nc2ccc(F)cc2C)c(C)n(C)c1C
i	0.09	CC(=O)Nc1ccc(S(=O)(=O)N(C)c2ccccc2)cc1
i	0.25	CC1(C)NC(=O)N(CCCSc2ccc(Cl)cc2)C1=O
i	0.98	O=C1CC(=O)C(n2cncn2)C(c2c(F)cccc2Cl)C1 (stereo not given)
i	0.08	COc1cc(OC)cc(C(=O)N2CCN(Cc3ccccc3C(F)(F)F)CC2)c1
i	-1.3	Cc1cc(C(F)F)nn1CC(=O)Nc1cc([N+](=O)[O-])ccc1F
i	-4.2	COc1ccc(-c2[nH]ncc2CN(C)Cc2c(C)n[nH]c2C)c(OC)c1
i	0	Cc1nnc(N(C(=O)c2cnccn2)c2ccccc2)s1
i	-2.1	O=C(Cc1ccccc1)NCCc1cnc[nH]1
i	-0.03	Cc1ccc(NC(=O)c2ccc(S(=O)(=O)N3CCCC3)cc2)nc1
i	-0.71	CC(=O)c1ccc(N(C(=O)c2csnn2)C(C(=O)NC2CCCC2)c2ccccc2)cc1 (stereo not given)
i	-0.7	COc1cc(OC)c2c(C)cc(=O)oc2c1C(CCN1CCOCC1)c1ccc2c(c1)OCO2 (stereo not given)
i	1.1	O=C(Nc1ccc(N2CCCC2)c(Cl)c1)c1ccco1
i	0.33	Cc1ccccc1CNc1ccc(C(CC(N)=O)NC(=O)c2ccc(Br)cc2)cc1[N+](=O)[O-] (stereo not given)
i	0.96	CCN(CC)C(=O)CSC(Nc1ccc(F)cc1)=C(C#N)C#N
i	-0.39	Cc1ccc(NC(=O)COC(=O)c2cccnc2)c(C)c1

6 of the compounds above, with bars between the fields:
SMILES | CHT inh | Kir21 inh
O=C1CC(=O)C(n2cncn2)C(c2c(F)cccc2Cl)C1 (stereo not given) | i | 0.98
COc1cc(OC)cc(C(=O)N2CCN(Cc3ccccc3C(F)(F)F)CC2)c1 | i | 0.08
Cc1cc(C(F)F)nn1CC(=O)Nc1cc([N+](=O)[O-])ccc1F | i | -1.3
COc1ccc(-c2[nH]ncc2CN(C)Cc2c(C)n[nH]c2C)c(OC)c1 | i | -4.2
Cc1nnc(N(C(=O)c2cnccn2)c2ccccc2)s1 | i | 0
O=C(Cc1ccccc1)NCCc1cnc[nH]1 | i | -2.1

Additional records follow:
CHT inh	Kir21 inh	mol
i	2.5	CCC1CCCCN1CCCNC(=O)c1nn(C)c2c1CS(=O)(=O)c1ccccc1-2 (stereo not given)
i	1.7	COC(=O)c1cnc(Nc2ccc(Cl)cc2)c([N+](=O)[O-])c1
i	-0.55	Cn1cnc2c1c(=O)n(Cc1ccc(Cl)cc1Cl)c(=O)n2C
i	-1.3	O=C(Nc1ccc(Cl)cn1)C1C(c2ccccc2)C1(Cl)Cl (stereo not given)
i	-0.01	CCNC(=O)COC(=O)c1cc(C)n(-c2ccccc2)c1C
i	0.29	CNC(=O)C(Sc1nc(C)nc2c1oc1ccccc12)C(C)=O (stereo not given)
i	0.21	Cc1ccc(C)c(NC(=S)NCc2ccccc2)c1
i	2	COc1cccc(-c2nc(CS(=O)CC(=O)NCc3ccccc3Cl)c(C)o2)c1 (stereo not given)
i	-0.07	Cc1ccccc1C(=O)NC=C1C(=O)OC(C)(C)OC1=O
i	-1.3	CC(NC(=O)C(=O)NCC1CCCO1)c1ccccc1 (stereo not given)
i	1.1	O=C(NCc1cccnc1)C(=O)N/N=C/c1ccccc1[N+](=O)[O-]
nt	1.1	CCCn1c(SCC(=O)N2CCc3ccccc32)nnc1-c1ccncc1
i	1.1	COCCN1CCN(Cc2nc(Cc3ccc(OC)c(OC)c3)no2)CC1
i	1.4	O=C(CSc1nc2ccccc2s1)Nc1nccs1
i	1.6	Cc1nc(N2CCN(C(=O)CCC(=O)O)CC2)c2c(C)c(C)sc2n1
i	1.3	COC(=O)C1=C(C)N(c2cc(Cl)cc(Cl)c2)C(=O)C1
i	-2	O=C(NN1CCOCC1)c1ccc(Cl)s1
i	-1.1	CCCCn1c(N)c(N(CC(C)C)C(=O)Cn2c(=O)cnc3ccccc32)c(=O)[nH]c1=O
i	-0.12	CSc1ccc(S(=O)(=O)NCC(=O)OC(C)C(=O)NCc2ccccc2)cc1[N+](=O)[O-] (stereo not given)
i	-1.1	CCC(NC(=S)NCc1ccccc1)C(=O)O (stereo not given)
i	-0.03	COc1ccccc1/C=C/C(=O)NC(=S)N(C)C1CCCCC1
i	-0.12	CN(C(=O)CC1C(=O)NCCN1Cc1ccccc1C(F)(F)F)C1CCOCC1 (stereo not given)
i	0.61	Nc1nc(NCCOCCO)nc(N2CCCCCC2)c1[N+](=O)[O-]
i	1.6	CC(C)(C)NC(=O)CSc1nnc(SCC(=O)NC(C)(C)C)s1
i	0.14	O=C(c1ccccc1)N1CCN(C(=O)c2cc3ccccc3o2)CC1
-7.4*	2.4	Cn1c(N2CCOCC2)c(/C=N/OC(=O)c2ccc(F)cc2)c2ccccc21
i	-0.66	COc1ccc(S(=O)(=O)N2CCOC23CCN(S(=O)(=O)c2ccc([N+](=O)[O-])cc2)CC3)cc1
i	0.19	CCOc1cccc(-c2nnc(SCC(=O)Nc3ccc(OC)c(OC)c3)n2N)c1
-8.8*	-3.5	CCC(C(=O)NCCCN1CC(C)CC(C)C1)n1nc(C)c2sc3ccccc3c2c1=O (stereo not given)
i	-0.07	Cc1ccccc1Nc1nc(N)nc(COC(=O)c2ccc(O)cc2)n1
i	-0.04	Cc1cc(NS(=O)(=O)c2ccc(NC(=O)C(F)(F)F)cc2)nc(C)n1
i	-7.3*	COc1ccc(C[C@H]2CN3C(=NC[C@@H]3Cc3ccc(O)cc3)N2C[C@H](C)NC(=O)c2ccc(C)c(Br)c2)cc1
